Source: PubChem (Sanford-Burnham Center for Chemical Genomics)
NALP3 yeast inh: NALP3 inflammasome inhibitors in reconstituted yeast, primary screen, luminescence, uHTS. Yeast reconstituted NLRP3/ASC/caspase-1, beta-gal luminescence, 24 h. inhibition, % at 10 µM. actives 0.39% (n = 330,000). AID 2825, 2010;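 active = inhibition of 50% or more; inactive = inhibition below 50%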;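 note: plate controls were induced DMSO wells for no effect and uninduced yeast grown without galactose for full effect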
TIM10 inh: growth inhibitors of isogenic TIM10 control yeast, primary screen, counter-screen for tim10-1 yeast inhibitor project, luminescence, uHTS; S. cerevisiae TIM10 strain growth, BacTiter-Glo luminescence, 24 h; inhibition, % at 10 µM; actives 1.4% (n = 330,000); AID 463195, 2010;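 active = inhibition of 40% or more at the single tested concentration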;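 note: wild-type TIM10 isogenic control strain grown at permissive 25 °C; 0% = DMSO yeast wells and 100% = minimal medium wells without yeast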
MPTP inh: mitochondrial permeability transition pore inhibitors, primary screen, biochemical, isolated mouse mitochondria, absorbance; Ca2+ swelling absorbance, 30 min; inhibition, % at 10 µM; actives 1.4% (n = 360,000); AID 602449, 2012;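 active = inhibition of 50% or more, scaled per plate between neutral and stimulator controls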;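 note: 0% = DMSO wells given calcium and 100% = 1 mM EGTA wells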
APJ antag: antagonists of human apelin receptor APJ, primary screen, CHO-K1 cells, beta-arrestin complementation, luminescence. actives 0.32% (n = 330,000). inhibition, % at 20 µM. P35414;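 active = inhibition above about 40% at 20 µM, limit read from the data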;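 note: cells challenged with 10 nM apelin-13 agonist together with compound; plate controls were apelin-13 plus DMSO wells for no effect and DMSO wells lacking apelin-13 for full effect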
Target sequence (P35414 whole entry, looked up): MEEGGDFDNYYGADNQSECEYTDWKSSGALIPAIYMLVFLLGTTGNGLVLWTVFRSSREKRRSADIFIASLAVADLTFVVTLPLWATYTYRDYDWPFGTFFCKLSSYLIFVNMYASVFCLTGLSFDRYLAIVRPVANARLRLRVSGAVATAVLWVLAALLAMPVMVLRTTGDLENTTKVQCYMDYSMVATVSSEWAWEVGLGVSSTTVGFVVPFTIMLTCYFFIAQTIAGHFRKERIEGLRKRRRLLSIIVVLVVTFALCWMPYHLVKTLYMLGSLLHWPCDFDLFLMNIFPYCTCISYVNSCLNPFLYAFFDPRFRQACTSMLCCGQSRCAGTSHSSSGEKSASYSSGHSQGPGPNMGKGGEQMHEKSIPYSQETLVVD
beta cell repl: inducers of MIN6 beta-cell proliferation, primary screen, ATP luminescence, uHTS | MIN6 cells proliferation, ATPlite luminescence, 48 h; cells starved in 0.2% serum; 100% = growth in 10% serum | proliferation, % at 10 µM | actives 0.29% (n = 330,000) | AID 2380, 2010;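 active = compounds whose signal lies at least 3.5 SD above the mean of all wells on their plate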;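 note: 0% = DMSO-treated cells in low-serum medium and 100% = 10% serum control; some compounds called inactive have numbers as strong as hits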
APJ agonist: agonists of human apelin receptor APJ, primary screen, CHO-K1 cells, PathHunter beta-arrestin, luminescence; 0% DMSO wells, 100% apelin; activation, % at 20 µM; actives 0.11% (n = 330,000); AID 2520, 2010;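 active = activation more than six SD over the plate average, tested at 20 µM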;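 note: 0% = DMSO alone and 100% = apelin-13 at 10 nM; some results filed as inactive read as strong as hits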
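Material: CHO-K1 APJ beta-arrestin complementation cell line; Input: cell density 1000 per well; Incubation: compound stimulation 90 min at 25 °C, detection 60 min; Signal: luminescence from split beta-galactosidase complementation, Galacton Star/Emerald II substrate; Controls: DMSO-only wells as negative, 10 nM Apelin-13 as positive control.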
tim23-1 inh: growth inhibitors of tim23-1 mutant yeast, primary screen, luminescence, uHTS. AID 463212, 2010. inhibition, % at 20 µM. actives 1.3% (n = 330,000). S. cerevisiae tim23-1 growth, BacTiter-Glo luminescence, 24 h;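 active = growth inhibition of the mutant yeast at or above 50%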;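 note: temperature-sensitive mutant grown at 25 °C; plate controls were DMSO-treated mutant yeast for no effect and medium wells lacking yeast for full effect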
GRIN3A LBD mod: binders of NR3A ligand-binding domain, primary screen, biophysical, differential scanning fluorimetry, uHTS. Tm shift relative to glycine control, % at 25 µM. actives 2.5% (n = 340,000). NR3A LBD differential scanning fluorimetry, Tm shift; 0% = protein alone, 100% = glycine-bound protein;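 active = melting temperature shift of at least 10% of the positive control shift, at one fixed dose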
tim10-1 inh: growth inhibitors of tim10-1 mutant yeast, primary screen, luminescence, uHTS; S. cerevisiae tim10-1 ts strain growth, BacTiter-Glo, 24 h; inhibition, % at 20 µM; actives 2.2% (n = 330,000); AID 463190, 2010;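 active = inhibition of at least 40%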;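 note: mutant grown at 25 °C; 0% = DMSO wells with yeast and 100% = wells holding no yeast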
An asterisk follows results filed as active; . = not tested or not shown.

SMILES	NALP3 yeast inh	TIM10 inh	MPTP inh	APJ antag	beta cell repl	APJ agonist	tim23-1 inh	GRIN3A LBD mod	tim10-1 inh
CC(C)CC(NC(=O)CCC(=O)OCC(=O)[C@@]1(O)CCC2[C@@H]3CCC4=CC(=O)C=C[C@]4(C)C3[C@@H](O)C[C@@]21C)C(=O)O (stereo partly specified)	-2	4	-0.2	-7	-2	-1	10	5	18
CCOc1ccc(C(=O)NCCN2CCCC2)cc1	1	16	-0.2	16	3	-4	-6	-1	-1
C=C(C)c1cccc(C(C)(C)NC(=O)NCc2cccnc2)c1	-3	-8	0.2	11	-1	-5	-2	1	8
Cc1ccc(C2c3sc(=O)[nH]c3SC3C4CC(C5C(=O)N(C(C)C(=O)O)C(=O)C45)C23)cc1 (stereo unspecified)	18	-1	0.2	8	-2	1	22	0	5
COc1ccc(-c2nnc(NC(=O)C3CCCN3S(=O)(=O)c3cccs3)o2)cc1 (stereo unspecified)	12	-13	-2.3	15	4	-3	-6	1	-3
OC1O[C@H](c2ccc3c(c2)OCO3)[C@H]2CO[C@H](c3ccc4c(c3)OCO4)[C@@H]12 (stereo partly specified)	10	-1	-0.8	4	-3	-2	2	2	-2
CCCn1cc(C(=O)OCC)c(=O)c2cc(F)c(F)cc21	11	10	1.6	-16	-1	0	19	1	-5
CC(NS(=O)(=O)c1cccc(Cl)c1)C(=O)Nc1ccc(-c2nc3ccccc3s2)cc1 (stereo unspecified)	4	-13	4.0	-1	-3	1	-3	30*	-13
O=C(Cn1c(C(F)(F)F)nc2ccccc21)N1CCCC1	24	-1	-1.7	-8	1	9	6	2	5
Cc1ccc(C)c(N2CCN(c3nnnn3-c3ccccc3)CC2)c1	17	6	-1.5	2	3	-2	19	1	33
O=C(COC(=O)c1ccccc1[N+](=O)[O-])Nc1cc(S(=O)(=O)N2CCOCC2)ccc1N1CCCC1	11	-1	-0.6	-13	2	-3	3	-1	15
CC(=O)c1ccccc1NCC(=O)Nc1ccc(C)cc1	24	11	0.8	6	-2	-1	22	-13	25
Cc1cc(SCC(=O)NN=C2CCN(C(C)C)CC2)c(C)cc1Br	-1	2	-0.2	8	1	-2	34	-2	27
COc1cc(C2CC(=O)NC3=C2C(=O)CC(C)(C)C3)cc(OC)c1O (stereo unspecified)	15	-13	3.8	8	-4	0	-10	0	-4
Cc1cc(Cl)ccc1C(=O)C1CCCN(C(=O)c2nonc2C)C1 (stereo unspecified)	32	16	-0.8	-2	-1	-3	42	-5	37
CC(=O)N1N=C(c2ccccc2)OC1c1ccc([N+](=O)[O-])s1 (stereo unspecified)	19	51*	0.4	-54	-7	3	47	1	47*
COc1cc(SC)ccc1C(=O)Nc1ccccc1C#N	15	-4	0.5	8	0	-2	-16	3	13
Cn1c(CCNS(=O)(=O)c2ccc(F)cc2)nnc1SCc1cccnc1	11	-11	-1.3	0	-1	1	8	-2	2
CC1CCc2[nH]nc(C(=O)O)c2C1 (stereo unspecified)	-2	-5	-1.2	5	1	-3	0	-4	3
O=C(CS(=O)(=O)c1ccccc1)Nc1cccnc1	8	-4	1.5	3	1	-5	0	0	-3
Cc1ccc(Nc2nc(N)c([N+](=O)[O-])c(N3CCOCC3)n2)cc1C	7	20	-16	10	0	-1	19	-5	14
COc1ccc(C(=O)COC(=O)c2nn(C)cc2Cl)cc1	21	9	-0.1	1	4	0	10	1	-1
C/C(CC(=O)NC1CCCC1)=N\NC(=O)Cc1cccs1	-11	-6	1.5	-12	0	-3	6	-2	0
Cn1c(=O)n(Cc2ccc(F)cc2)c(=O)c2c1nc1n2CCN1Cc1ccco1	2	9	1.7	10	-4	-1	1	1	8
COc1ccc(C)cc1NC(=O)Cc1c(C(=O)O)n(C)c2ccccc12	12	-8	0.9	-13	-1	-4	-1	0	-2

New compounds follow
SMILES	NALP3 yeast inh	TIM10 inh	MPTP inh	APJ antag	beta cell repl	APJ agonist	tim23-1 inh	GRIN3A LBD mod	tim10-1 inh
Cc1cc(NC(=O)c2cc(S(=O)(=O)N3CCCCC3)ccc2C)no1	-6	5	0.9	5	-1	-1	9	2	-13
CN(C)CCNS(=O)(=O)c1ccc(Cl)cc1	7	4	-0.2	2	0	3	16	1	4
Oc1cccc(-c2nc3c4c(ncn3n2)-c2ccccc2CC42CCCC2)c1	2	2	11	-19	-6	0	17	37*	19
CC(C)NC(=NCc1ccc(Cl)cc1Cl)Nc1ccccc1	10	-3	-1.2	3	-5	-5	2	-1	20
COc1ccc(Br)cc1C(=O)Nc1ccccc1N1CCN(C(=O)c2ccccc2)CC1	6	19	-2.1	-6	-6	4	14	-27	18
CNc1snc(C)c1C(=O)OCC(=O)N(C)c1ccccc1	9	11	0.9	-2	-3	-2	5	-2	-6
Cc1ccccc1NC(=O)Cc1cccc(C(F)(F)F)c1	20	-12	-1.6	-11	-2	1	14	0	-12
COC(=O)Cn1c(O)c(N=NC(=O)CNC(=O)c2ccncc2)c2ccccc21	16	2	1.4	11	-1	-1	-5	-3	-11
COc1ccc(NC(=O)/C(Cl)=C(/Cl)S(=O)Cc2ccc(Cl)cc2)cn1 (stereo unspecified)	12	67*	-6.2	83*	-5	-5	73*	0	50*
CC(=O)Cn1c(CN2CCCC2)nc2ccccc2c1=O	24	-7	0.5	-3	-4	-2	-5	-1	10
CCOc1ccccc1N1CC(C(=O)Nc2cc(Cl)ccc2C)CC1=O (stereo unspecified)	13	-4	1.7	2	0	-5	-4	-4	8
N#CCCN(C(=O)COC(=O)CSc1ccc(Cl)cc1)c1ccccc1	18	-3	-2.2	4	-2	-5	5	0	5
COCCCNC(=S)N/N=C/c1ccc2c(c1)OCO2	-4	24	1.6	-11	-2	-1	35	2	41*
CCCCCCOc1ccc(/C(C)=N/NC2=NCCN2)cc1[N+](=O)[O-]	14	5	-0.8	15	-6	-2	-183	-2	-24
COc1ccc(NC(=O)[C@@H]2CCCN2C(=O)c2cccs2)cc1S(=O)(=O)N1CCCCC1	0	3	-2.2	-4	-1	-4	10	1	9
CCC(C)N(C(=O)CSc1nc2ccc(OC)cc2[nH]1)C1CCS(=O)(=O)C1 (stereo unspecified)	13	1	-0.9	4	-2	-6	1	4	4
NC(=O)CSc1nc(O)cc(=O)n1-c1ccccc1	16	-14	6.6	13	0	-3	4	-2	11
Cc1cc(C)cc(OCC(=O)OCC(=O)Nc2cc(S(=O)(=O)N3CCOCC3)ccc2C)c1	17	-3	1.1	2	-2	0	-10	-2	-9
N#Cc1c(NC(=O)c2cnn3cccnc23)sc2c1CCCC2	2	19	0.2	16	-3	-3	-8	-2	22
Cc1ccc2nc3ccc(N4CCCC4)nn3c(=O)c2c1	1	-9	3.1	7	-2	-6	-4	0	6
O=C(Nc1nc(-c2ccccc2)ns1)c1ccncc1	-10	-8	2.5	-10	0	-3	0	-25	15
Cc1cccc(NC(=O)CSc2nccn2C)c1	12	-6	-1.6	1	2	-2	21	-1	20
COc1ccc(C(=O)N/C(=C/c2cccnc2)C(=O)N2CCN(C)CC2)cc1OC	3	12	-0.2	-4	1	0	6	-1	3
Cc1ccc(C(CC(=O)O)NC(=O)c2ccc(S(=O)(=O)N3CC(C)OC(C)C3)cc2)cc1 (stereo unspecified)	21	-1	-2.5	-3	4	-6	-10	-3	8
CCOc1ccc(NC(=O)/C(=C\c2ccc(OC(C)=O)c(OC)c2)NC(C)=O)cc1	-3	13	0.4	6	-2	0	8	-1	23

Arranged by length of the SMILES (low to high): three of the compounds above
SMILES	NALP3 yeast inh	TIM10 inh	MPTP inh	APJ antag	beta cell repl	APJ agonist	tim23-1 inh	GRIN3A LBD mod	tim10-1 inh
Cc1cccc(NC(=O)CSc2nccn2C)c1	12	-6	-1.6	1	2	-2	21	-1	20
Cc1ccccc1NC(=O)Cc1cccc(C(F)(F)F)c1	20	-12	-1.6	-11	-2	1	14	0	-12
Cc1ccc(C2c3sc(=O)[nH]c3SC3C4CC(C5C(=O)N(C(C)C(=O)O)C(=O)C45)C23)cc1 (stereo unspecified)	18	-1	0.2	8	-2	1	22	0	5

(listing goes on)
SMILES	NALP3 yeast inh	TIM10 inh	MPTP inh	APJ antag	beta cell repl	APJ agonist	tim23-1 inh	GRIN3A LBD mod	tim10-1 inh
NS(=O)(=O)c1ccc(CCNS(=O)(=O)c2cccc3cccnc23)cc1	7	-20	0.2	-9	-2	1	11	-1	15
Nc1nc(NCC(=O)O)nc(NCc2ccccc2)c1[N+](=O)[O-]	-1	-5	0.3	3	0	1	5	.	8
COCC1CCN(C(=O)c2cc(COc3cc(C)c(Cl)c(C)c3)on2)C1 (stereo unspecified)	37	8	-1.4	0	-3	-5	22	8	31
O=S(=O)(Nc1ccc(-c2ccc3nncn3n2)cc1)c1cccs1	19	1	1.1	5	0	1	-6	-2	-13
O=C(CCOc1ccccc1)Nc1ccc(S(=O)(=O)N2CCCC2)cc1	4	23	-1.2	0	0	-2	16	-3	39
O=C(Nc1ccn(CC(=O)N2CCN(c3ccccn3)CC2)c(=O)n1)OCc1ccccc1	12	10	-0.3	0	6	-2	-1	-3	-11
COC(=O)Cn1c(=N)n(CCN2CCCCC2)c2ccccc21	-1	3	0.5	9	-2	0	-2	1	-8
CC1CCC2(CC1)NC(=O)N(NC(=O)C1CCN(C(=O)c3ccc(Cl)cc3)CC1)C2=O (stereo unspecified)	3	1	-3.1	22	-2	6	-3	2	-18
C/C=C1\NC(=O)[C@H](C)NC(=O)[C@@H](NC(=O)[C@@H](Cc2ccc(O)cc2)NC(=O)[C@@H](NC(=O)/C(C)=C/C)C(C)C)[C@@H](C)OC(=O)[C@H](CCCCc2ccc(O)cc2)NC(=O)[C@@H](CCC(=O)O)NC1=O	6	1	-0.7	-3	-4	-4	14	1	1
O=C(Nc1nc2n(n1)C(c1ccc(F)cc1)CC(c1ccccc1)N2)c1ccco1 (stereo unspecified)	10	17	1.5	-1	-1	-1	20	0	9
CCc1ccc(C2CC(=O)N(c3ccc(F)cc3)C3=C2C(=O)OC3)cc1 (stereo unspecified)	-1	15	1.0	18	-2	0	28	-2	25
CC(CCc1ccco1)NC(=O)CCc1nnc2ccc(NCc3ccccc3Cl)nn12 (stereo unspecified)	15	-2	-1.8	22	1	-2	-6	2	12
CCCC(=O)O[C@H]1C[C@@H](C)N(C(=O)c2ccccc2)c2ccc(C)cc21	8	10	-3.9	16	-3	-5	37	-3	19
Cc1ccc(NC(=O)c2cnn(C)c2)cc1[N+](=O)[O-]	-3	0	-1.5	1	2	2	7	0	-6
Cc1ccc(OCCCC(=O)Nc2ccccc2C(F)(F)F)cc1	42	7	-2.2	10	-2	0	9	3	20
Cc1cc(C)cc(NC(=O)CSc2nc(N)c(NC(=O)c3ccc(Br)o3)c(=O)[nH]2)c1	26	1	-0.7	4	1	-2	-1	-1	-4
O=C(CCN=C1NS(=O)(=O)c2ccccc21)OCC(=O)c1ccccc1Cl	6	5	-0.5	6	-1	4	12	1	16
Cc1sc2nc(CN3CCOCC3)nc(NS(=O)(=O)c3ccc4c(c3)OCCO4)c2c1C	11	15	0.0	-10	-2	1	18	-2	9
Cc1ccccc1N(CC(=O)NC1CCCC1)C(=O)c1oc(C(C)(C)C)cc1C	2	28	1.3	-3	-4	2	28	-2	29
